SR-BI DiI inh: inhibitors of SR-BI mediated HDL lipid uptake, primary screen, ldlA[mSR-BI] cells, fluorescence, single point. ldlA[mSR-BI] CHO cells, DiI-HDL uptake fluorescence, 3 h. inhibition, % at 12.5 µM. 0.96% of 320,000 active;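 active = mean replicate inhibition of at least 70% and a set share of replicates each scoring 70 or more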;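 also: 0% = median of neutral control wells and 100% = median of positive control wells; values of inactives mirror those of a sister screen read the other way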
CDK5 p35 inh: inhibitors of human CDK5/p35 kinase, primary screen, biochemical, single concentration | Cyclin-dependent kinase 5 (Homo sapiens) + Cyclin-dependent kinase 5 activator 1 (Homo … | Recombinant CDK5/p35, ADP-Glo luminescence, 60 min | inhibition, % at 10 µM | 0.01% of 330,000 active | AID 488839, 2010;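 active = highest replicate inhibition of at least 50% and at least 75% of replicates reaching 50%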;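 also: plate controls were DMSO neutral control for no effect and GW8510 at 10 µM for full effect; many of its hits are not listed in these tables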
SUMO Mot1 rescue: yeast Mot1-301 growth rescue at high temperature, primary screen, SUMOylation pathway inhibitor project, S. cerevisiae, ATP luminescence, 38.5C | S. cerevisiae Mot1-301 growth rescue; percent above DMSO median, 100 means doubled | growth rescue, % at 18.8 µM | 1% of 320,000 active;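 active = every valid replicate shows activation above 250% relative to neutral control wells; inactive = the rest, any valid replicate at or below 250%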;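 also: OY570 slx delta 5 strain wells were the positive control but not used for scaling; some compounds called inactive have numbers as strong as hits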
NSD2 inh: NSD2 histone methyltransferase inhibitors, primary screen, biochemical, AlphaScreen, single concentration, set 2. AID 743445, 2014. 0.54% of 310,000 active. Histone-lysine N-methyltransferase NSD2 (Homo sapiens), O96028. inhibition, % at 12.5 µM. NSD2 peptide methylation, 120 min; in the data active = inhibition above about 50%
MITF TRPM1 HTS: activators of MITF-driven TRPM1 promoter reporter, primary screen, cell-based, SK-MEL-5, luciferase, single point | SK-MEL-5 TRPM1-promoter luciferase, 24 h; % of positive control, neutral wells = 0 | activation, % at 12.5 µM | 0.75% of 300,000 active | AID 588334, 2011;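 active = mean activation of at least 80% with every replicate also reaching 80%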;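 also: 0% = neutral control wells and 100% = parthenolide positive control wells; values of inactives mirror those of a sister screen read the other way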
PKA-R2B act: activators of PKA-R2B holoenzyme, primary screen, biochemical, fluorescence polarization, Cy5-IP20, human | cAMP-dependent protein kinase catalytic subunit beta (Homo sapiens) + cAMP-dependent … | PKA-R2B holoenzyme dissociation; R2B truncated from residue 108, S112A mutant; 0% DMSO only, 100% 113 µM cGMP | activation, % at 11.4 µM | 0.079% of 340,000 active | AID 504700, 2011;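 active = activation above a cutoff set at the mean over all compounds plus 3 SD, cut at about 18% in these data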;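 also: higher means more holoenzyme dissociation and a rise in polarization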
Arr AP2 block: inhibitors of beta-arrestin/AP2 binding, primary screen, biochemical, GPCR trafficking, flow cytometry | beta-arrestin 1 C-terminal peptide binding to AP2 beta2-adaptin appendage (human) | FITC-arrestin peptide / GST-AP2 beads; AP2 beta2 appendage carries R879A mutation | inhibition, % at 10 µM | 0.31% of 340,000 active | AID 504490, 2011;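 active = inhibition above a set limit, near 3 SD of compounds lacking own fluorescence, cut at about 54% in these data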;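 also: plate controls were DMSO wells for no effect and 5 µM unlabelled arrestin peptide for full effect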
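system = GST-tagged AP2 beta2-adaptin appendage (R879A) on 4 µm glutathione beads | reagent = FITC-labelled arrestin peptide probe, 50 nM final | schedule = compound with beads 12 min RT, then probe 1 h RT | signal = HyperCyt-sampled flow cytometry, FL1 channel, ex 488/em 535 nm | read-out = percent response from loss of bead-bound FITC fluorescence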
SR-BI DiI-HDL act: activators of SR-BI mediated DiI-HDL uptake, primary screen, ldlA[mSR-BI] CHO cells, DiI fluorescence; activation, % at 12.5 µM; 3 h; 100 = double the neutral-control signal; 0.096% of 320,000 active;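 active = mean replicate activation of at least 60% and every replicate at or above 60%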;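 also: 0% = median plate neutral-control signal and 100% = twice that signal; values of inactives mirror those of a sister screen read the other way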
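Material: SR-BI-overexpressing, LDLR-lacking CHO cells; schedule: compound exposure 3 h, 37 °C; reagent: DiI-labelled HDL at 10 µg/mL final; technique: bottom-read fluorescence, 550/595 nm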
DSG3 Ab inh: inhibitors of pemphigus antibody binding to DSG3, primary screen, biochemical, bead-based, flow cytometry, scFv-GFP. Desmoglein-3 (Homo sapiens), P32926. binding (percent of control), % at 10 µM. AID 588358, 2011. 0.48% of 310,000 active. DSG3-coupled beads, scFv-anti-DSG3-GFP binding; stronger effect = lower value;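 active = binding more than 3 SD below its plate's average and above zero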;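 also: hits lower antibody fragment binding to DSG3; some compounds called inactive have numbers as strong as hits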
Target sequence (P32926 whole entry, looked up, the tested form may be a part): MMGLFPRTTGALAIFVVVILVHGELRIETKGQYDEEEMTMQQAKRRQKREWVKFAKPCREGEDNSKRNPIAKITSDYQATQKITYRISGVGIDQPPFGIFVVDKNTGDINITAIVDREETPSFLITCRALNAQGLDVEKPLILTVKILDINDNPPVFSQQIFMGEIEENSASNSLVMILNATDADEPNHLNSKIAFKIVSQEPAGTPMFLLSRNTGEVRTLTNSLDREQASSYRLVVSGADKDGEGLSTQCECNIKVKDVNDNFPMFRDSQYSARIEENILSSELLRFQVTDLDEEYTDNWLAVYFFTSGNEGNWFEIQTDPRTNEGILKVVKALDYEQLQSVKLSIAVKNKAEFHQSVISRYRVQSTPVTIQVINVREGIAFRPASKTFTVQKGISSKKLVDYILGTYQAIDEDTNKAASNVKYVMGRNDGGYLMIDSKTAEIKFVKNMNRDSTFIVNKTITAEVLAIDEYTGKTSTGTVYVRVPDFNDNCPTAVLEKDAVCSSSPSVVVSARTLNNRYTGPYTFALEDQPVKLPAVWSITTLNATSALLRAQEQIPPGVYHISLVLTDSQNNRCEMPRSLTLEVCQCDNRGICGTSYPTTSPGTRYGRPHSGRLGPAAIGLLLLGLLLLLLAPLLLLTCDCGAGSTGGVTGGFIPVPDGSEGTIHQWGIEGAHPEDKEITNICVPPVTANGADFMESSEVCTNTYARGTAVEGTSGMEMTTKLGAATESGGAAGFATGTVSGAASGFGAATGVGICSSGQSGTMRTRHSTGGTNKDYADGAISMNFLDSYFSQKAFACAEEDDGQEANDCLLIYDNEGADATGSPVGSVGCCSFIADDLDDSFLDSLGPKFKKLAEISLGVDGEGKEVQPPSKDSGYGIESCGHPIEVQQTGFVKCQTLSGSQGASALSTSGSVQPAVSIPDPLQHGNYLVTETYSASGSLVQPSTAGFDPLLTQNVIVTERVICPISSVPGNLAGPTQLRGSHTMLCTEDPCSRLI
PKA-R1A activ: activators of PKA-R1A holoenzyme, primary screen, biochemical, fluorescence polarization, Cy5-IP20, bovine R1A, mouse PKAc; PKA-R1A dissociation; scaled: DMSO 0%, 113 µM cGMP 100%; activation, % at 11.4 µM; 0.083% of 340,000 active; AID 504707, 2011;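 active = percent activation above the mean of all tested compounds plus 3 SD, cut at about 19% in these data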;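 also: higher means more PKAc released from R1A so a rise in polarization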
dFosB activator: activators of delta FosB homodimer, primary screen, biochemical, fluorescence polarization, TAMRA-CDK5 oligo, single point; Protein FosB (Mus musculus), P13346; purified delta FosB; percent of positive-control signal above neutral wells; activation, % at 25 µM; 0.99% of 340,000 active; AID 493131, 2011;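 active = mean activation above about 17%, with every replicate also reaching it, limit read from the data, passing the limit was not always enough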;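 also: fluorescence polarization rise as delta FosB binds a TAMRA Cdk5 AP-1 oligo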
* hit, by the source's call; · = no result given.

SMILES	SR-BI DiI inh	CDK5 p35 inh	SUMO Mot1 rescue	NSD2 inh	MITF TRPM1 HTS	PKA-R2B act	Arr AP2 block	SR-BI DiI-HDL act	DSG3 Ab inh	PKA-R1A activ	dFosB activator
Cc1oncc1C(=O)N1CCCC(CO)(Cc2ccc(F)cc2F)C1 (configuration not stated)	-15	0.3	-6	-1	23	-8	-8	15	93	0	-3
CC(=O)Nc1ccc(Oc2cnc3ccccc3n2)cc1	-2	0.5	·	3	12	2	0	2	108	5	-11
COC(=O)c1cc(CNC(=O)C2CC(=O)N(c3ccc4c(c3)OCCO4)C2)ccc1OC (configuration not stated)	-1	1.2	-7	0	-3	3	-13	1	·	-8	2
N#CC1=C(N)Oc2n[nH]c(-c3cccnc3)c2C1c1cc(F)ccc1F (configuration not stated)	-3	-2.7	-12	-1	-17	-7	14	3	127	6	3
CCOc1ccc(CCNC(=O)CCn2nc(C)c3c(C)n(-c4ccccc4)nc3c2=O)cc1	58	-0.1	-3	2	-2	0	-12	-58	91	-3	-8
CCOC(=O)C1CCCN(C(=O)CSc2ccc(Br)cc2)C1 (configuration not stated)	1	0.5	-15	-10	9	-8	18	-1	104	0	3
Cc1ccc(C(=O)Cn2cc([N+](=O)[O-])nc2C)cc1	3	0.4	143	55*	-17	-9	42	-3	114	2	-7
CCNc1nc(NCC)nc(SCC(C)=O)n1	-16	-0.6	0	-2	-1	4	7	16	101	11	-12
COc1ccc(CNCc2cc(Cl)ccc2O)cc1	-1	-0.2	11	·	11	3	-3	1	103	6	2
O=C(C1=C[C@@H](c2coc3ccccc3c2=O)C[C@@H](OCc2ccc(CO)cc2)O1)N1CCN(Cc2ccc3c(c2)OCO3)CC1	-1	1.5	-13	·	3	4	23	1	99	-8	-1
Cc1cc(S(=O)(=O)Nc2ccc3ccccc3c2)c(C)s1	-1	-0.4	158	1	-10	-9	5	1	99	-10	-1
O=C(Nc1ccc(N2CCN(C(=O)c3ccccc3)CC2)cc1)c1cccs1	·	1.1	-16	0	22	-3	7	·	112	-8	-6
CC(C)CCNC(=O)C1CCCN(S(=O)(=O)c2ccc(F)cc2)C1 (configuration not stated)	-25	-0.3	-3	-1	-3	9	-2	25	100	-11	-1
O=C(COC(=O)c1cc([N+](=O)[O-])ccc1N1CCOCC1)Nc1cccc(F)c1	51	0.3	694*	11	-14	1	-4	-51	92	-3	-7
Cc1ccc(C(=O)Nc2ccc3c(c2)OCCO3)c(Cl)c1	-8	4.2	408*	-6	·	0	3	8	101	-7	2
CCOC(=O)C1C(c2ccc(O)c(OC)c2)NC(=S)NC1(O)C(F)(F)F (configuration not stated)	-8	-6.4	17	0	17	-5	-12	8	90	3	-1
CC(C)c1ccc(-c2nnn(CCC#N)n2)cc1	-15	-0.8	-2	3	49	10	5	15	99	1	5
COc1ccc(NC(=O)CSc2nnc3ccc(-c4ccccn4)nn23)cc1	-4	1.5	80	1	10	9	10	4	104	4	-11
O=C1CC(=O)N(Cc2ccco2)C(=O)N1	-11	-16	-16	·	11	2	24	11	95	4	-5
CCN(C(=O)CSc1nc(N)cc(N)n1)C1CCS(=O)(=O)C1 (configuration not stated)	-10	-1.3	10	1	-6	-2	-12	10	·	2	4
O=C(CSc1ccccc1)N[C@@H](Cc1ccccc1)C(=O)O	-22	-0.3	-5	·	-1	0	22	22	99	0	9
C/C(=N\NS(=O)(=O)c1c(C)cc(C)cc1C)c1ccncc1	18	0.2	102	0	-4	-3	2	-18	·	-17	-3
COc1ccc(Cl)cc1S(=O)(=O)N1CCN(c2ccc(F)cc2)CC1	-5	-1.0	·	0	·	-17	-8	5	109	-14	0
O=C1OC(C(=O)Nc2nccs2)Cc2ccccc21 (configuration not stated)	-26	0.0	-10	-2	6	3	4	26	106	4	-8
O=C(c1cccnc1)N1CCN(S(=O)(=O)c2ccc(S(=O)(=O)N3CCCC3)cc2)CC1	-14	0.1	0	1	-9	-10	7	14	106	-15	-12
Cc1ccccc1NC(=O)C(=O)c1cn(C)c2ccccc12	·	-1.0	3	7	41	-3	29	·	109	-3	1
Cc1cc(C(=O)NC(C)c2ccccc2)c2cc(F)ccc2n1 (configuration not stated)	8	0.1	72	1	7	-22	-14	-8	102	3	-11
Cc1ccc(NC(=O)CCC(=O)NNC(=O)c2cccs2)cc1C	-21	0.1	·	1	3	-11	4	21	98	-1	-4
COc1ccc(N2CCN(C(=O)c3ccc(OCC4CCCO4)cc3)CC2)cc1 (configuration not stated)	-9	1.0	6	10	-11	-4	-5	9	101	9	-3
CCN(CC)c1ccc(CNc2nc3ccccc3n2C(C)C)cc1	·	0.4	-8	-2	-11	-3	14	·	89	8	-10
O=C(Nc1ccc(O)cc1)c1ccc(NC(=O)C2CCCO2)cc1 (configuration not stated)	3	-0.6	-11	-1	10	-8	-3	-3	·	-16	-4
O=C(NCc1cccs1)C1CC(=O)N(c2ccc(F)cc2)C1 (configuration not stated)	0	0.3	·	0	·	10	22	0	83	-4	2
CCCc1nc2sc3c(c2c(=O)[nH]1)CCCC3	-13	-1.6	-1	0	9	3	4	13	·	-2	-2
CC(C)NC(=S)N/N=C/c1ccccc1[N+](=O)[O-]	2	-0.4	-5	-1	-3	9	-27	-2	107	-2	8
CCOC(=O)c1nc(C)nc(Sc2n[nH]c(-c3cc(C(F)(F)F)cc(C(F)(F)F)c3)n2)c1C	2	0.8	-9	-4	-7	-6	3	-2	108	-6	-8
CCSc1nnc(N2C(=O)c3ccc(C(=O)c4ccc(C(=O)O)cc4)cc3C2=O)s1	-47	1.6	13	7	-7	-5	31	47	112	3	5
O=C(Nc1c2c(nn1-c1ccccc1)CSC2)c1ccc(N2C(=O)CCC2=O)cc1	63	2.8	-2	1	-7	-6	35	-63	95	-1	-8
CCc1sc(C(=O)N2CCCN(C)CC2)cc1Br	-33	-0.6	1	3	6	8	4	33	·	-9	1
O=c1cc(N2CCN(c3ccccc3F)CC2)[nH]c(=O)n1-c1ccc(Br)cc1	-26	1.1	4	·	·	-2	19	26	98	0	10
CC(=O)N(C)c1ccc(N=C2C(=O)Nc3ccccc32)cc1	-10	-0.8	15	2	-10	2	24	10	102	-8	5

Random excerpt: three entries already listed
SMILES	SR-BI DiI inh	CDK5 p35 inh	SUMO Mot1 rescue	NSD2 inh	MITF TRPM1 HTS	PKA-R2B act	Arr AP2 block	SR-BI DiI-HDL act	DSG3 Ab inh	PKA-R1A activ	dFosB activator
CCN(CC)c1ccc(CNc2nc3ccccc3n2C(C)C)cc1	·	0.4	-8	-2	-11	-3	14	·	89	8	-10
CCc1sc(C(=O)N2CCCN(C)CC2)cc1Br	-33	-0.6	1	3	6	8	4	33	·	-9	1
O=C(c1cccnc1)N1CCN(S(=O)(=O)c2ccc(S(=O)(=O)N3CCCC3)cc2)CC1	-14	0.1	0	1	-9	-10	7	14	106	-15	-12

Continued:
SMILES	SR-BI DiI inh	CDK5 p35 inh	SUMO Mot1 rescue	NSD2 inh	MITF TRPM1 HTS	PKA-R2B act	Arr AP2 block	SR-BI DiI-HDL act	DSG3 Ab inh	PKA-R1A activ	dFosB activator
C=CCNC(=O)c1ccccc1NC(=O)C1CCN(S(=O)(=O)c2ccc(SC)cc2)CC1	·	0.8	23	-4	11	1	10	·	·	4	-8
CCCN(CC(=O)Nc1ccccc1OC)C(=O)CCNC(=O)c1ccccc1OC	-10	1.8	30	-1	4	-13	4	10	123	-1	2
CC1=C(C(=O)Nc2ccc(C)cc2C)C(c2ccc(Cl)cc2)n2nc(C(=O)OC(C)C)nc2N1 (configuration not stated)	14	-1.1	655*	-2	-9	10	-8	-14	94	-5	4
Cc1ccc(SCC(=O)N2N=CCC2c2ccccc2)cc1 (configuration not stated)	-13	3.2	-7	34	8	-7	7	13	96	-7	-9
CNC(=S)N1CCN(c2nc(-c3cccc(OC)c3)cs2)CC1	32	-2.5	-3	5	20	-8	10	-32	98	-5	-5
COc1ccccc1OCC(O)Cn1c(=N)n(Cc2ccccc2)c2ccccc21 (configuration not stated)	23	-0.6	-26	7	-19	2	-7	-23	93	-2	2
COc1ccc(C=NNC(=S)NN=Cc2ccc(OC)c(OC)c2)cc1OC	31	1.8	·	0	37	5	-9	-31	96	4	2
Cc1[nH]nc2c1C(c1cccnc1)N(c1ccc(Br)cc1)C2=O (configuration not stated)	-27	-1.4	109	-1	·	1	21	27	·	1	-8
Cc1ccc(-c2csc(NC(=O)c3c(C)noc3C)n2)s1	65	0.3	66	·	-2	1	15	-65	87	6	-8
Nc1nc(SCc2ccccc2)[nH]c(=O)c1-c1ccccc1	-12	1.2	514	-1	68	3	3	12	102	-1	4
CC1=NN(C(N)=S)C(=O)C1N=Nc1ccc(Br)cc1 (configuration not stated)	14	-0.1	104	-5	48	1	12	-14	98	-6	-4
CC(NC(=O)Cc1ccc(-c2ccccc2)cc1)c1ccccc1 (configuration not stated)	19	-0.5	-25	0	5	-1	-39	-19	85	-11	12
Cn1cc(/C=C2\SC(=S)N(NC(=O)c3ccccc3Cl)C2=O)c2ccccc21	2	0.8	72	0	-4	-1	2	-2	113	-6	3
O=C([C@@H]1CCCN1C(=O)c1cccs1)N1CCN(S(=O)(=O)c2cccc(F)c2)CC1	-3	0.1	-2	-3	13	-9	-2	3	98	-16	-7
COc1ccccc1/C=C/C=N/n1c(-c2ccco2)n[nH]c1=S	-4	2.2	-16	0	·	-7	-8	4	·	4	-3
COc1cc(/C=N/NC(N)=O)ccc1OCC(=O)N1C(C)CCCC1C (configuration not stated)	43	-2.2	129	-2	-3	1	-2	-43	104	-17	-4
CCOC(=O)C1(CCOC)CCN(C(=O)Cc2ccsc2)CC1	15	-2.6	-5	-1	·	-2	-1	-15	100	-1	-12
